# DNMT1 block = DNMT1 (human) enzyme inhibition; P26358; DNMT1 molecular beacon, Hinp1I cleavage, fluorescence; inhibition (reported as % activation of signal), % at 10 µM; 360,000 tested, 0.83% active; AID 588458; in the data active means inhibition above about 50%
# NadD inh = blocks S. aureus nicotinate mononucleotide adenylyltransferase | purified NadD enzyme, colorimetric absorbance read-out | inhibition, % at 20 µM | 360,000 tested, 0.78% active | AID 602399; in the data active means inhibition above about 26%; further: some compounds past the cut are filed as inactive
# Rpn11 inh = blocks the human proteasome subunit Rpn11 | O00487 | human 26S proteasome, Ub4-pepOG fluorescence polarization; 20S core pre-blocked with epoxomicin | calls only at 20 µM | 360,000 tested, 0.59% active | AID 588493;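 active means inhibition at 20 µM, scaled to each plate's controls, above about 33%, limit read from the data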
# Target sequence (O00487 whole entry, looked up): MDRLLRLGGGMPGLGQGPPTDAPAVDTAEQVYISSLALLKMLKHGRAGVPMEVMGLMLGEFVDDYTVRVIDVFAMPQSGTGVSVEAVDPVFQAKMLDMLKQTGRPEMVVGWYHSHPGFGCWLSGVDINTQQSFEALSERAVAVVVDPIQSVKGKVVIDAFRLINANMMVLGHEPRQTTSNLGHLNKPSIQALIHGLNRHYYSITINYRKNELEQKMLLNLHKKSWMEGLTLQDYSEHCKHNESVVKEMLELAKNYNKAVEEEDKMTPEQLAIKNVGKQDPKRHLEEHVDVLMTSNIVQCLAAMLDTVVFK
# LMPTP block = blocks human LMPTP phosphatase | P24666 | recombinant LMPTP-A, OMFP fluorogenic substrate, fluorescence intensity | inhibition, % at 20 µM | 360,000 tested, 0.22% active | AID 651560;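 active means compounds that cut the enzyme signal by at least half of the control window in the single-dose screen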;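 further: plate controls were DMSO wells with enzyme plus substrate for no effect and substrate without enzyme for full effect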
#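 Assay system: LMPTP-A enzyme. Input: 0.625 nM LMPTP-A final. Probe or stimulus: 400 µM OMFP. Compound dosing: single 20 µM dose. Schedule: 50 min dark incubation at room temperature. Detection: fluorescence intensity of OMFP turnover product. Read-out: percent inhibition versus substrate-only and uninhibited controls. Benchmarks: no-enzyme low control, uninhibited high control.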
# MLLE-PAM2 inh = inhibitors of microRNA-mediated deadenylation, human PABP1 MLLE binding | GST-MLLE / FITC-PAM2 fluorescence polarization | inhibition, % at 20 µM | 360,000 tested, 0.36% active; in the data active means inhibition above about 35%, passing the limit was not always enough;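 further: plate controls were DMSO wells with GST-MLLE for no effect and wells lacking GST-MLLE protein for full effect; some results filed as inactive read as strong as hits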
# Target sequence (P11940 whole entry, looked up): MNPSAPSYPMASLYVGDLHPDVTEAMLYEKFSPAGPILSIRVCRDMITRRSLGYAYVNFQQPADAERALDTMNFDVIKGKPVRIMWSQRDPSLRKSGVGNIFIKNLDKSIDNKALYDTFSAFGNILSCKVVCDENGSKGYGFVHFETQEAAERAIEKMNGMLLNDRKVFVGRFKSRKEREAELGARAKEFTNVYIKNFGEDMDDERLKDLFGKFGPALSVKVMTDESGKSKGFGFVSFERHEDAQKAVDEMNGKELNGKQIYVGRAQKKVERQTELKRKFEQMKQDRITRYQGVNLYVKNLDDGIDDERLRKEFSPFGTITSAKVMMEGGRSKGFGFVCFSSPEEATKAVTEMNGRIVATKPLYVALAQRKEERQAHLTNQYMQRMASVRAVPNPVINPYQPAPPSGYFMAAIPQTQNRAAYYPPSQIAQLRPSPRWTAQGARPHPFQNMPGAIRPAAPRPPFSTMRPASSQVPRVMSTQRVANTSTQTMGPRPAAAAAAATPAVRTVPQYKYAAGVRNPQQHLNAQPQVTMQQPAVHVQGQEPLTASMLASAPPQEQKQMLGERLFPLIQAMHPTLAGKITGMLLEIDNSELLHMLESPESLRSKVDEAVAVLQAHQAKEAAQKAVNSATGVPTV
# STEP inh = STEP (human) phosphatase inhibition; recombinant STEP, OMFP fluorogenic substrate, fluorescence; AID 588621; P54829; inhibition, % at 20 µM; 360,000 tested, 0.25% active;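 active means inhibition at 20 µM, scaled per plate between control wells, above about 37%, limit read from the data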;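 further: 0% = DMSO with enzyme and substrate and 100% = substrate only without enzyme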
#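 Material: STEP (striatal-enriched tyrosine phosphatase) enzyme, cell-free | Medium: 50 mM Bis-Tris pH 6.0 with 2.5 mM DTT and 0.005% Tween 20 | Read-out: Percent inhibition scaled to no-enzyme and uninhibited-enzyme controls, plate-pattern corrected | Signal: Fluorescence read at 480 nm ex / 540 nm em | Times: 20 min reaction, room temperature, in the dark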
# Tb MetRS inh = blocks T. brucei methionyl-tRNA synthetase activity | AID 624268 | purified T. brucei MetRS, ATP depletion, Kinase-Glo luminescence | 360,000 tested, 0.4% active | inhibition, % at 11.9 µM;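 active means inhibition above a per-plate cutoff of the control wells' mean inhibition plus 3 SD, cut at about 5.5% in these data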;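 further: 0% = DMSO wells median and 100% = median of wells with control inhibitor compound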
#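 assay system = parasite MetRS enzyme | timing = 15 min preincubation, 2 h reaction, all 25 °C | evaluation = percent inhibition relative to median high and low control wells | medium = HEPES buffer containing pyrophosphatase, BSA, spermine, DTT | compound = single dose, 11.9 µM final nominal, 0.9% final DMSO | detection = Kinase-Glo luminescence, ATP depletion format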
# SUMO1-SIM PPI = SUMO1-SIM interaction modulation. SUMO1 binding to a labelled peptide, TR-FRET, 1 h. inhibition, % at 20 µM. P63165. 360,000 tested, 0.33% active. AID 602429; in the data active means inhibition above about 37%
# Target sequence (P63165 whole entry, looked up): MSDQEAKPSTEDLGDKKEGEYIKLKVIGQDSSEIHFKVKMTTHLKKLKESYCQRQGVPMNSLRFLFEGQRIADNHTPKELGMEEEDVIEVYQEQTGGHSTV
# Scp1 inh = blocks human Scp-1 phosphatase activity | inhibition, % at 20 µM | AID 493091 | Q9GZU7 | 340,000 tested, 0.88% active | Recombinant Scp1, phosphopeptide, malachite green phosphate absorbance;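 active means inhibition above about 50% at 20 µM, limit read from the data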;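 further: plate controls were DMSO wells with enzyme for no effect and wells lacking enzyme for full effect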
#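 Test system: SCP-1 phosphatase catalytic domain, residues 76-261; measured by: colorimetric phosphate reagent with accelerator and stabiliser, absorbance at 630 nm; timing: enzyme reaction 45 min at room temperature, colour 5 min, stabilisation 30 min; also added: Phosphorylated 17-residue peptide substrate; compound dosing: one concentration, 20 µM, with 1.0% DMSO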
# CSN inh = inhibitors of human CSN-mediated cullin deneddylation; inhibition, % at 12.5 µM; Purified CSN, SCF-Nedd8-OG deneddylation, fluorescence polarization; 360,000 tested, 0.38% active; Q92905;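 active means pattern-corrected inhibition above about 35%, with an unprinted fluorescence ratio check between 0.5 and 1.5, limit read from the data, passing the limit was not always enough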;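 further: 0% = enzyme with substrate and 100% = substrate without enzyme; some results filed as inactive read as strong as hits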
#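 test system = HEK293T-derived human Csn5 enzyme | amount = 0.24 nM Csn5 enzyme, final concentration | medium = Tris/NaCl/DTT buffer, pH 7.5 | schedule = 90 min reaction at room temperature | signal = FP | evaluation = inhibition of Csn5 cleavage, % | compound dosing = single dose of 12.5 µM compound with 0.25% DMSO | probe or stimulus = 10 nM SCFSkp2-Nedd8OG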
# * hit, by the source's call; i = inactive; x = no result given; & = joins results of further samples.
SMILES,DNMT1 block,NadD inh,Rpn11 inh,LMPTP block,MLLE-PAM2 inh,STEP inh,Tb MetRS inh,SUMO1-SIM PPI,Scp1 inh,CSN inh
C[C@@H]1CN([C@H](C)CO)S(=O)(=O)c2ccc(C#CCN(C)C)cc2O[C@@H]1CN(C)Cc1ccccc1F,-3,-1,i,-4.1,0,1,-0.7,-4,x,3
Nc1ccc(C(=O)N2CCN(S(=O)(=O)c3ccc(Br)cc3)CC2)cc1[N+](=O)[O-],2,0,i,1.1,0,2,-0.1,-23,-6,1
CC1=C(C(=O)N(C(C)C)C(C)C)CC(CC(=O)NCCCN(C)C)C(=O)N1Cc1ccc(F)cc1 (centres undefined),7,-5,i,-2.9,11,0,-0.3,-2,x,-2
COc1ccccc1NC(=O)c1cc(C(=O)O)ccc1C(=O)O,0,-3,i,-0.5,-2,3,0.3,-5,8,2
O=[N+]([O-])c1ccc(Cl)cc1CNc1ccc(F)c(F)c1,7,-4,i,-1.2,1,1,-0.7,-3,-4,-15
Cc1csc(SCC(=O)Nc2ncc(Cl)c(C)c2Cl)n1,3,-2,i,-1.0,10,-2,-0.1,1,-1,-1
CCN(C(=O)COC(=O)c1cc(=O)[nH]c2ccccc12)C1CCS(=O)(=O)C1 (centres undefined),5,-2,i,0.1,13,0,0.1,-18,8,5
Cc1snc2sc(C(=O)c3ccc(F)cc3)c(N)c12,0,-2,i,0.1,16,0,0.2,-15,-7,-3
Cc1ccc(C)c(-n2c(C)cc(/C=N/NC(=O)c3c(C)nc4cc(C)ccn34)c2C)c1,-8,0,i,1.6,-13,0,5.5,0,-7,6
Cc1cccc(-c2nn(-c3ccccc3)cc2C(=O)N(C)CC(=O)Nc2ccc(N3CCOCC3)cc2)c1,-7,4,i,0.4,0,0,-0.2,0,-1,0
COc1ccc(Cl)cc1NS(=O)(=O)c1ccc(S(=O)(=O)N2CCCC2)cc1,-12,-8,i,1.9,13,-1,0.2,10,-11,-4
CC1=CC(C)(C)N2C(=O)C(=O)c3cc(OC(=O)c4ccco4)cc1c32,0,-1,i,3.5,-2,1,-0.5,-11,-3,2
O=C(Nc1nc2c(F)cc(F)cc2s1)c1ccco1,3,-4,i,0.3,2,1,-0.2,0,2,-6
CN(C)C(=O)c1cn(N(C)c2ncc(C(F)(F)F)cc2Cl)c(=O)c2ccccc12,2,6,i,0.4,4,-2,0.1,-1,-5,-7
Cc1ccc(-n2c(SCC(=O)Nc3cccc(S(=O)(=O)NC4=NCCCCC4)c3)nc3ccccc3c2=O)cc1,-6,14,i,1.7,-6,7,0.4,7,3,-3
CC(=O)c1ccc(N(CC(=O)NC2CCS(=O)(=O)C2)S(=O)(=O)c2ccc(C)cc2)cc1 (centres undefined),4,2,i,-2.3,-1,-3,-0.2,-4,-15,0
Cc1onc(-c2ccccc2Cl)c1C(=O)NC1CCS(=O)(=O)C1 (centres undefined),5,1,i,-1.4,-2,-3,-0.8,7,-3,6
COc1cccc(NC(=O)Cn2cc(C=O)c3ccccc32)c1,-1,9,i,0.3,3,0,3.5,2,-5,2
CCOc1cc(CNCC(C)C)cc(Cl)c1OCc1ccccc1,1,2,i,0.5,-3,3,-0.1,-2,-1,-8
CCCCCn1c(=S)[nH]c2cc(C(=O)N3CCCC3)ccc2c1=O,3,5,i,-1.5,-90,1,0.4,2,-12,9

# Three of the entries above in order of the Scp1 inh value, falling.
SMILES,DNMT1 block,NadD inh,Rpn11 inh,LMPTP block,MLLE-PAM2 inh,STEP inh,Tb MetRS inh,SUMO1-SIM PPI,Scp1 inh,CSN inh
Cc1cccc(-c2nn(-c3ccccc3)cc2C(=O)N(C)CC(=O)Nc2ccc(N3CCOCC3)cc2)c1,-7,4,i,0.4,0,0,-0.2,0,-1,0
Nc1ccc(C(=O)N2CCN(S(=O)(=O)c3ccc(Br)cc3)CC2)cc1[N+](=O)[O-],2,0,i,1.1,0,2,-0.1,-23,-6,1
COc1ccc(Cl)cc1NS(=O)(=O)c1ccc(S(=O)(=O)N2CCCC2)cc1,-12,-8,i,1.9,13,-1,0.2,10,-11,-4

# Other results.
SMILES,DNMT1 block,NadD inh,Rpn11 inh,LMPTP block,MLLE-PAM2 inh,STEP inh,Tb MetRS inh,SUMO1-SIM PPI,Scp1 inh,CSN inh
NC(=O)CSC1=Nc2ccccc2C2=NC(CC(=O)NCc3cccs3)C(=O)N12 (centres undefined),2,-3,i,-0.8,16,1,-0.7,-1,5,-6
CCOC(=O)C1CCN(Cc2nc3ccc(Cl)cc3n2CCO)CC1,-8,1,i,-3.7,-2,2,-0.1,3,-5,-3
CCOC(=O)c1ccc2[nH]c3c(c2c1)CCCC3NC=O (centres undefined),-2,-4,i,0.2,-5,1,0.4,3,-5,-1
O=C1[C@@H](Oc2ccccc2)[C@@H](c2ccccc2)N1c1ccccc1,16,-6,i,-2.2,3,-2,-0.8,2,1,1
CC(C)CC1Nc2ncnc(N3CCN(c4ccccc4)CC3)c2N(Cc2ccccc2)C1=O (centres undefined),-4&-10,9&5,i,0.7&2.8,4&0,2&0,-0.5&-0.3,1&1,4,1&0
C/C(=N/NC(=O)CNC(=O)c1ccncc1)c1ccc(Cl)cc1,0,-2,i,-1.4,-12,3,-0.3,-5,0,-1
O=C(c1ccc2c(c1)OCCO2)C1CCN(C(=O)c2ccc(F)c(F)c2)CC1,0,-7,i,-1.3,-10,-8,-1.3,1,-4,-1
COc1cc(/C=N/NC(=O)C(=O)NCC2CCCO2)cc(Cl)c1O (centres undefined),2,-6,i,-6.0,6,-1,-0.2,-13,-7,7
Cc1ccc(S(=O)(=O)N2[C@@H](c3ccc(C(C)C)cc3)C(C(=O)O)=C[C@H]2C(C)(C)C)cc1,1,1,i,0.0,0,-4,-1.9,6,4,7
COc1ccccc1CNC(=O)CN(C)Cc1ccc(SC)cc1,-2,-3,i,-2.2,-10,1,-0.2,-2,2,1
CC(C)C[C@H]1COc2cc(N3CC[C@@H](O)C3)ccc2S(=O)(=O)N1,x,0,x,-0.4,x,x,0.2,3,x,-2
Cc1cc(N2CCN(S(=O)(=O)Cc3ccccc3)CC2)n2ncnc2n1,4,-4,i,-0.2,-2,-2,-1.2,-3,-3,0
COC(=O)c1ccc(Sc2ccc(C)cc2)c(N)c1,-8,16,i,1.6,21,6,-0.8,-1,-4,4
CCc1nnc(NC(=O)[C@@H](NC(=O)c2ccc(OC)cc2)C(C)C)s1,1,3,i,-0.5,-4,0,0.3,1,0,-2
COCCCC1CCN(Cc2cn[nH]c2-c2cc(OC)c(OC)c(OC)c2)CC1,-1,-3,i,-1.2,-3,-3,0.6,7,-9,3
CC(=NNC(=S)N1CCN(C2CCCCCC2)CC1)c1ccccn1,-17,4,i,-2.0,-17,13,0.2,-15,2,-7
COC(=O)c1cc2c(-c3ccccc3)c(C)c3ccccn3c-2c1C(=O)OC,-4,-6,i,4.7,34,-1,-0.4,-14,-9,-13
Cn1cccc1Cc1nnc(SCC(=O)Nc2nc3ccccc3s2)n1CCc1ccccc1,17,25,i,-0.6,-43,5,-0.8,-1,2,4
CN(C(=O)COC(=O)CNC(=O)c1ccccc1F)C1CCCCC1,-1,-4,i,-0.8,11,-1,-0.4,-1,2,0
O=C(CC(c1ccccc1)c1ccccc1)NCC1CCCO1 (centres undefined),5,-1,i,0.9,-113,0,-1.1,1,4,2
NC(=O)c1ccccc1OCC(=O)N1CCc2ccccc2C1,2,5,i,0.3,-13,-2,-1.1,-2,-3,5
COC(CNC(=O)c1ccc2nc(-c3ccccc3)c(-c3ccccc3)nc2c1)OC,-3,-1,i,1.3,-14,0,-0.2,-25,-7,-7
COc1ccc(CCC(=O)OCC(=O)Nc2ccc(C)c(S(=O)(=O)N(C)C)c2)cc1,-5,-5,i,-1.6,7,0,-0.3,-3,-5,-9
Cc1cc(NC(=O)CCC(=O)N(Cc2ccco2)C(C(=O)NC2CCCC2)c2ccccc2)no1 (centres undefined),4,-3,i,-1.5,-7,0,0.0,0,-4,3
Cc1ccc(S(=O)(=O)c2c(N)n(/N=C/c3ccco3)c3nc4ccccc4nc23)cc1,-13,25,i,2.4,-17,0,0.2,4,3,22
CCc1nc2c(OCc3ccc(F)cc3)cccn2c1N(C)C(=O)c1ccc(C)cc1,-7,2,i,-0.4,1,3,-0.1,3,x,0
COc1ccccc1-n1nnnc1SCC(=O)Nc1cc(C)on1,0,0,i,-2.0,3,-3,-0.2,1,-1,5
Cc1cc([N+](=O)[O-])ccc1NCc1ccccc1[N+](=O)[O-],0,-5,i,0.5,-8,2,-0.2,-2,-9,-2
Cc1ccc(S(=O)(=O)NC(CC(C)C)C(=O)NCc2ccco2)cc1 (centres undefined),3,-2,i,-0.5,-1,-7,-0.8,2,0,-6
O=c1cc(-c2ccsc2)oc2ccc(-c3ccc4cc[nH]c4c3)cc12,-26,18,i,0.7,8,1,-0.1,6,-11,-3
CN(C(=O)c1ccccc1-c1ncc[nH]1)C1CCCN(Cc2ccccc2F)C1 (centres undefined),0,-4,i,-0.4,-8,3,-0.6,1,1,-3
C/C(=N\NC(=O)c1cc2c(s1)CCC(C)C2)c1cccnc1 (centres undefined),1,-2,i,0.6,-14,-3,-0.4,-1,-10,3
C=CCn1c(=O)c(C(=O)NCc2ccc3c(c2)OCO3)c(O)c2cc(OC)c(OC)cc21,8,-5,i,-2.5,0,-1,-1.0,-1,-12,-2
O=C1CC[C@H](OCc2ccccc2)CCN1[C@H](CSc1ccccc1)Cc1ccccc1,-5,-9,i,1.2,6,0,-0.1,9,-12,-1
CNC1(C(N)=O)CCNCC1,-1,-7,i,-6.6,-2,-2,-1.0,-4,1,-1
N#CC1=C(N)SC(N)=C(C#N)C1C1CC=CCC1 (centres undefined),-3,-5,i,-0.5,33,-12,-0.4,3,-6,0
O=C(CSc1ccc2nnc(-c3ccncc3)n2n1)Nc1nccs1,0,0,i,-2.5,10,-4,-0.2,9,-4,1
Clc1cccc(Cl)c1Cn1cnc(=NCc2ccco2)c2[nH]cnc21,1,-7,i,84*,-6,4,1.7,2,6,-6
Cc1ccc(CN2CCNC(=O)C2CC(=O)N(C)C2CCCCC2)cc1 (centres undefined),-1,-1,i,0.5,11,-2,-0.2,-1,-2,3
